High-throughput results deposited in PubChem by Broad Institute.
Mtb BioA inh: blocks M. tuberculosis BioA enzyme activity | purified M. tuberculosis BioA enzyme, plate reader | inhibition, % at 9.99 µM | actives 0.096% (n = 360,000); in the data active means inhibition above about 40%
Numbers without * were called inactive. This is a subset (hit frequency here may not be typical).

SMILES | Mtb BioA inh
COCC#Cc1ccc([C@@H]2[C@H]3CN(C(=O)COC)CCCCN3[C@H]2CO)cc1 | 5.3
C[C@@H]1CN([C@@H](C)CO)C(=O)c2cc(NC(=O)c3ccncc3)ccc2O[C@@H](C)CCCCO[C@H]1CN(C)C(=O)c1ccccc1 | -0.2
C[C@@H]1CN([C@@H](C)CO)S(=O)(=O)c2ccc(-c3cncnc3)cc2O[C@H]1CN(C)Cc1ccccn1 | -1.3
COc1ccc(NC(=O)Nc2ccc3c(c2)CC(=O)N([C@@H](C)CO)C[C@@H](C)[C@@H](CN(C)S(=O)(=O)c2ccc(F)cc2)O3)cc1 | -0.8
C[C@@H]1CN([C@@H](C)CO)C(=O)Cc2cc(NC(=O)Cc3cn(C)c4ccccc34)ccc2O[C@H]1CN(C)S(=O)(=O)c1ccc(F)cc1 | -2.6
C[C@@H]1CCCCO[C@H](CN(C)CC2CCCCC2)[C@@H](C)CN([C@H](C)CO)C(=O)c2cc(NC(=O)CCC(F)(F)F)ccc2O1 | -1.0
Cc1cc(C(=O)Nc2cccc3c2O[C@@H](CN(C)C)[C@@H](C)CN([C@H](C)CO)C3=O)n(C)n1 | -1.4
COc1ccc(CN(C)C[C@@H]2Oc3ccc(NS(=O)(=O)c4ccccc4)cc3C(=O)N([C@@H](C)CO)C[C@H]2C)cc1 | 1.8
O=S(=O)(c1cccs1)N1CCCCN2[C@H](CO)[C@H](c3ccc(C4=CCCCC4)cc3)[C@H]2C1 | -1.9
CCCC(=O)Nc1ccc2c(c1)C(=O)N(C)[C@@H]1CC[C@H](CC(=O)NCc3ccccc3F)O[C@@H]1CO2 | -0.4
Cc1noc(C)c1S(=O)(=O)Nc1ccc2c(c1)C(=O)N([C@@H](C)CO)C[C@H](C)[C@H](CN(C)CC1CCCCC1)O2 | 6.2
Cc1cc(C(=O)Nc2cccc3c2O[C@H](CN(C)C(=O)Nc2ccc4c(c2)OCO4)[C@@H](C)CN([C@@H](C)CO)C3=O)n(C)n1 | -2.3
COc1ccc(NC(=O)Nc2ccc3c(c2)C(=O)N([C@H](C)CO)C[C@@H](C)[C@H](CN(C)S(=O)(=O)c2cccs2)OCCCC[C@H](C)O3)cc1 | 3.1
C[C@@H]1CN([C@H](C)CO)C(=O)c2cc(NC(=O)Nc3ccc(C(F)(F)F)cc3)ccc2O[C@@H](C)CCCCO[C@@H]1CN(C)S(=O)(=O)c1ccccc1 | -0.1
C[C@@H]1CN([C@H](C)CO)C(=O)c2cc(NC(=O)CCC(F)(F)F)ccc2O[C@@H](C)CCCCO[C@H]1CN(C)S(=O)(=O)c1cn(C)cn1 | -0.4
Cc1ccc(S(=O)(=O)N2CC[C@@H]3[C@H]2c2cc(-c4ccccc4F)ccc2N(C)[C@H]3CO)cc1 | 10.6
COc1ccc(NC(=O)Nc2ccc3c(c2)C(=O)N([C@@H](C)CO)C[C@H](C)[C@@H](CN(C)C(=O)Nc2ccc(F)cc2)O3)cc1 | -1.3
COc1cccc(C#Cc2cnc3c(c2)C(=O)N([C@@H](C)CO)C[C@H](C)[C@@H](CN(C)C(=O)C2CCCCC2)O3)c1 | 3.9
COc1cccc(-c2ccc3c(c2)O[C@H](CN(C)Cc2cncnc2)[C@@H](C)CN([C@@H](C)CO)S3(=O)=O)c1 | 5.0
C[C@H]1CN([C@@H](C)CO)S(=O)(=O)c2ccc(C#Cc3ccncc3)cc2O[C@H]1CN(C)C(=O)Nc1ccc2c(c1)OCO2 | 0.6
CC(C)NC(=O)N(C)C[C@H]1Oc2cc(C#Cc3cccc(F)c3)ccc2S(=O)(=O)N([C@H](C)CO)C[C@H]1C | -7.1
C[C@H]1CN([C@@H](C)CO)C(=O)c2c(c3ccccc3n2C)-c2ccccc2CO[C@H]1CN(C)C(=O)Cc1ccccc1 | 4.1
C[C@H](CO)N1C[C@H](C)[C@H](CN(C)S(=O)(=O)c2cn(C)cn2)Oc2ccc(NC(=O)Nc3ccccc3)cc2CC1=O | 3.0
C[C@H](CO)N1C[C@H](C)[C@@H](CN(C)Cc2ccc(C(=O)Nc3ccccc3N)cc2)Oc2ccc(N(C)C)cc2CC1=O | 1.0
C[C@@H]1CN([C@H](C)CO)C(=O)Cc2cc(NC(=O)CCCCCC(=O)Nc3ccccc3N)ccc2O[C@H]1CN(C)C(=O)NC1CCCCC1 | -2.1
SMILES | Mtb BioA inh
C[C@H]1CCCCO[C@@H](CN(C)CC2CCCCC2)[C@@H](C)CN([C@@H](C)CO)C(=O)c2cc(NS(C)(=O)=O)ccc2O1 | -0.2
CN1C[C@H]2[C@@H](c3ccccc31)[C@H](CO)N2C(=O)C1CCCC1 | 10.5
C[C@@H]1CN([C@H](C)CO)C(=O)Cc2cc(NC(=O)CCC(F)(F)F)ccc2O[C@H]1CN(C)Cc1ccc(Oc2ccccc2)cc1 | 0.3
C[C@H](O)C#Cc1cnc2c(c1)C(=O)N([C@H](C)CO)C[C@H](C)[C@@H](CN(C)C(=O)CN(C)C)O2 | 0.6
COc1ccccc1-c1cn(CC[C@@H]2CC[C@H](NC(=O)C3CC3)[C@@H](CO)O2)nn1 | 0.4
CCCC(=O)Nc1ccc2c(c1)OC[C@H](C)N(Cc1nccs1)C[C@H](C)[C@H](OC)CN(C)C2=O | 3.3
COc1cccc(S(=O)(=O)N2CCCCN3[C@H](C2)[C@@H](c2ccc(C#CCC(C)C)cc2)[C@@H]3CO)c1 | 1.4
C[C@H]1CCCCO[C@H](CN(C)S(=O)(=O)c2ccc(F)cc2)[C@@H](C)CN([C@@H](C)CO)C(=O)c2cc(NC(=O)C3CCCCC3)ccc2O1 | -2.0
N#C[C@H]1[C@@H](c2ccc(C3=CCCC3)cc2)[C@@H](CO)N1S(=O)(=O)c1ccccc1 | 7.6
C[C@@H]1CN([C@@H](C)CO)C(=O)c2cc(NC(=O)c3ccncc3)ccc2O[C@@H](C)CCCCO[C@H]1CN(C)S(=O)(=O)c1cn(C)cn1 | -0.9
C[C@@H]1CN([C@@H](C)CO)S(=O)(=O)c2ccc(C3=CCCCC3)cc2O[C@@H]1CN(C)Cc1ccccn1 | -2.7
CCC(=O)N(C)C[C@H]1Oc2ncc(-c3ccc(C#N)cc3)cc2C(=O)N([C@@H](C)CO)C[C@@H]1C | -3.3
C[C@@H]1CCCCO[C@H](CN(C)Cc2ccncc2)[C@@H](C)CN([C@H](C)CO)C(=O)c2cc(NC(=O)NC3CCCCC3)ccc2O1 | 0.6
CO[C@H]1CN(C)C(=O)c2cc(NC(=O)NC(C)C)ccc2OC[C@H](C)N(Cc2ccc(-c3ccccn3)cc2)C[C@@H]1C | 0.7
C[C@H](CO)N1C[C@H](C)[C@@H](CN(C)S(=O)(=O)c2cn(C)cn2)Oc2c(NC(=O)c3ccncc3)cccc2C1=O | -2.9
COc1ccc(NC(=O)Nc2ccc3c(c2)C(=O)N([C@@H](C)CO)C[C@H](C)[C@H](CN(C)C(=O)NC(C)C)O3)cc1 | -1.5
O=C(NCC[C@@H]1CC[C@@H](NC(=O)C2CC2)[C@H](CO)O1)c1cc(Cl)cc(Cl)c1 | -1.9
Cc1ccc(S(=O)(=O)N(C)C[C@H]2Oc3ccc(NC(=O)CCC(F)(F)F)cc3CC(=O)N([C@@H](C)CO)C[C@@H]2C)cc1 | 0.1
C[C@@H]1CN([C@H](C)CO)C(=O)c2cccc(NC(=O)c3ccc(-c4nccs4)cc3)c2O[C@@H]1CN(C)Cc1ccc(C(=O)O)cc1 | -3.2
CO[C@@H]1CN(C)C(=O)c2ccc(NS(=O)(=O)c3ccccc3)cc2OC[C@@H](C)N(C)C[C@@H]1C | -0.3
CCNC(=O)C[C@H]1CC[C@H]2[C@@H](COc3ccc(NC(=O)c4ccccc4)cc3C(=O)N2C)O1 | 2.1
Cc1ccc(-c2cnc3c(c2)C(=O)N([C@H](C)CO)C[C@H](C)[C@H](CN(C)C(=O)c2ccc(F)cc2)O3)cc1 | 3.2
C[C@@H]1CN([C@@H](C)CO)C(=O)Cc2cc(NS(=O)(=O)c3cccs3)ccc2O[C@H]1CN(C)S(=O)(=O)c1cn(C)cn1 | -2.9
COC(=O)C[C@@H]1CC[C@H]2[C@@H](COC[C@H](O)CN2S(=O)(=O)c2ccccc2OC)O1 | -1.2
O=C(NCCN1CCCCC1)[C@H]1N[C@H]2c3ccc(-c4ccc(F)cc4)c(=O)n3C[C@H]2[C@@H]1CO | 1.8
SMILES | Mtb BioA inh
CC(=O)Nc1ccc2c(c1)C(=O)N(C)[C@H]1CC[C@@H](CC(=O)NCc3ccccc3)O[C@H]1CO2 | -0.8
CO[C@H]1CN(C)C(=O)c2cc(NC(=O)Nc3ccccc3)ccc2OC[C@H](C)NC[C@H]1C | -1.9
COc1ccc(S(=O)(=O)Nc2cccc3c2O[C@@H](CN(C)S(=O)(=O)c2ccccc2)[C@@H](C)CN([C@@H](C)CO)C3=O)cc1 | -1.0
C[C@H]1CN([C@@H](C)CO)C(=O)c2ccccc2-c2ccccc2CO[C@@H]1CN(C)S(=O)(=O)c1ccccc1F | 0.5
COc1ccc(S(=O)(=O)N(C)C[C@@H]2Oc3ccc(N(C)C)cc3C(=O)N([C@@H](C)CO)C[C@@H]2C)cc1 | 1.5
C/C=C/c1cnc2c(c1)C(=O)N([C@@H](C)CO)C[C@@H](C)[C@@H](CN(C)C(=O)Nc1ccccc1F)O2 | -12.3
Cc1noc(C)c1NC(=O)N(C)C[C@@H]1OCCCC[C@H](C)Oc2ccc(NS(=O)(=O)c3cn(C)cn3)cc2C(=O)N([C@@H](C)CO)C[C@H]1C | 2.7
Cc1cccc(-c2ccc([C@H]3[C@@H](CO)N4CCCCN(S(=O)(=O)c5ccccc5C)C[C@H]34)cc2)c1 | -3.4
CCCNC(=O)C[C@@H]1CC[C@H]2[C@@H](COc3ccc(NC(=O)Nc4cccc(C)c4)cc3C(=O)N2C)O1 | 19.5
C/C=C/c1ccc2c(c1)O[C@@H](CN(C)Cc1ccc(C(=O)O)cc1)[C@H](C)CN([C@H](C)CO)S2(=O)=O | 3.7
C[C@H](CO)N1C[C@H](C)[C@@H](CN(C)Cc2ccccc2)Oc2cc(C#Cc3ccccn3)ccc2S1(=O)=O | -6.6
CCCNC(=O)N(C)C[C@@H]1Oc2ncc(C3=CCCC3)cc2C(=O)N([C@H](C)CO)C[C@H]1C | 4.0
CCNC(=O)C[C@@H]1CC[C@H]2[C@@H](COc3ccc(NC(=O)Cc4ccccc4)cc3C(=O)N2C)O1 | -0.4
C[C@H](CO)N1C[C@H](C)[C@@H](CN(C)C)Oc2cc(-c3ccc(C(=O)N(C)C)cc3)ccc2S1(=O)=O | 28.9
COCC#Cc1cnc2c(c1)C(=O)N([C@H](C)CO)C[C@H](C)[C@H](CN(C)Cc1ccc(-c3ccccc3)cc1)O2 | -2.8
C[C@H]1CN([C@@H](C)CO)C(=O)c2cc(C3=CCCCC3)cnc2O[C@H]1CN(C)C(=O)c1ccc(F)cc1 | -2.1
CN1C(=O)c2cc(NC(=O)Cc3ccccc3)ccc2OC[C@H]2O[C@H](CC(=O)NC3CCC3)CC[C@@H]21 | 0.9
C[C@@H]1CN([C@H](C)CO)C(=O)c2cc(C#Cc3ccncc3)cnc2O[C@H]1CN(C)Cc1ccncc1 | -0.2
O=C(N[C@@H]1CC[C@@H](CCn2cc(-c3ccc(F)cc3)nn2)O[C@H]1CO)c1cnccn1 | -1.4
CCCc1cn(CC[C@H]2CC[C@@H](NC(=O)Cc3cccnc3)[C@@H](CO)O2)nn1 | -0.7
C[C@@H]1CN([C@H](C)CO)C(=O)c2cc(NS(=O)(=O)c3ccc(F)cc3)ccc2O[C@@H](C)CCCCO[C@@H]1CN(C)S(=O)(=O)c1ccccc1 | -1.9
COc1ccc(S(=O)(=O)Nc2ccc3c(c2)C(=O)N([C@@H](C)CO)C[C@H](C)[C@@H](CN(C)Cc2ccc(Oc4ccccc4)cc2)O3)cc1 | 2.7
O=C(C[C@@H]1CC[C@H](NS(=O)(=O)c2ccc(F)cc2)[C@@H](CO)O1)NC1CCC1 | 1.9
C[C@H](NC(=O)C[C@@H]1CC[C@H]2[C@@H](COC[C@H](O)CN2C(=O)Nc2ccccc2)O1)c1ccccc1 | -1.0
CN1C(=O)c2cc(NC(=O)Cc3cccs3)ccc2OC[C@@H]2O[C@@H](CC(=O)NCc3ccc(-c4ccccc4)cc3)CC[C@H]21 | 0.2
C[C@H](CO)N1C[C@H](C)[C@@H](CN(C)S(=O)(=O)c2ccccc2)Oc2ncc(-c3cccc(C(=O)N(C)C)c3)cc2C1=O | -1.2
CCNC(=O)Nc1ccc2c(c1)C(=O)N(C)[C@H]1CC[C@@H](CC(=O)NCc3ccccc3F)O[C@@H]1CO2 | -0.2

Arranged by formula weight (falling): some entries from above.
SMILES | Mtb BioA inh
COCC#Cc1cnc2c(c1)C(=O)N([C@H](C)CO)C[C@H](C)[C@H](CN(C)Cc1ccc(-c3ccccc3)cc1)O2 | -2.8
C[C@H](CO)N1C[C@H](C)[C@@H](CN(C)Cc2ccccc2)Oc2cc(C#Cc3ccccn3)ccc2S1(=O)=O | -6.6
C[C@@H]1CN([C@H](C)CO)C(=O)c2cc(C#Cc3ccncc3)cnc2O[C@H]1CN(C)Cc1ccncc1 | -0.2

A section from the list above, as a working copy:
SMILES | Mtb BioA inh
CC(=O)Nc1ccc2c(c1)C(=O)N(C)[C@H]1CC[C@@H](CC(=O)NCc3ccccc3)O[C@H]1CO2 | -0.8
CO[C@H]1CN(C)C(=O)c2cc(NC(=O)Nc3ccccc3)ccc2OC[C@H](C)NC[C@H]1C | -1.9
COc1ccc(S(=O)(=O)Nc2cccc3c2O[C@@H](CN(C)S(=O)(=O)c2ccccc2)[C@@H](C)CN([C@@H](C)CO)C3=O)cc1 | -1.0
C[C@H]1CN([C@@H](C)CO)C(=O)c2ccccc2-c2ccccc2CO[C@@H]1CN(C)S(=O)(=O)c1ccccc1F | 0.5

Single values from the results shown:
Entry for C[C@H](CO)N1C[C@H](C)[C@@H](CN(C)C)Oc2cc(-c3ccc(C(=O)N(C)C)cc3)ccc2S1(=O)=O in Mtb BioA inh: 28.9
Entry for CN1C(=O)c2cc(NC(=O)Cc3ccccc3)ccc2OC[C@H]2O[C@H](CC(=O)NC3CCC3)CC[C@@H]21 in Mtb BioA inh: 0.9
Entry for C[C@@H]1CN([C@H](C)CO)C(=O)c2cc(NS(=O)(=O)c3ccc(F)cc3)ccc2O[C@@H](C)CCCCO[C@@H]1CN(C)S(=O)(=O)c1ccccc1 in Mtb BioA inh: -1.9
